Screening data (PubChem BioAssay)
MCF10A rerep = inducers of DNA re-replication in MCF 10A breast cells; AID 624296; MCF 10A DNA re-replication, Hoechst nuclear intensity, 48 h; Potency, µM (titrated, usually from 46.1 µM), for inactives: at the highest dose activity, positive = re-replication, most hits filed as activators; 2.9% of 350,000 active; also: potency is read from the fitted curve at half-maximal effect; % of control where 0% means no effect; nearly all actives have a fitted effect of over 50% in size
KB-V1 MDR tox = kills drug-selected multidrug resistant KB-V1 cells. 3.4% of 400,000 active. KB-V1 MDR cells viability, CellTiter-Glo, 72 h. Potency, µM (top dose mostly 46.1 µM), inactives show top-dose activity change, negative = cytotoxicity, hits mostly cytotoxic; also: potency is read from the fitted curve at half-maximal effect; % is scaled to controls: 0 for no effect and ±100 for the full control effect; nearly all actives have a fitted effect of over 60% in size
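KB-V1 cells (P-gp-expressing MDR subline of KB-3-1) in phenol-red-free DMEM with 10% FBS were exposed to library compounds over a concentration series for 72 h at 37 degrees C. Viability read by CellTiter-Glo luminescence; concentration-effect curves fitted after normalization.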
IL1B secr inh = inflammasome signaling inhibition, IL-1 beta readout | THP-1 LPS/ATP IL-1B secretion, AlphaLISA, 16 h; active compounds read low | activity change, % at 57.5 µM | 4.7% of 360,000 active | AID 743279; in the data active = activity change below about -50%; inconclusive = mostly about -30% to -49%; also: % is scaled to controls: 0 for no effect and ±100 for the full control effect
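THP-1 cells pretreated 1 hr with compounds (up to 57.5 uM final), then stimulated with LPS (250 ng/mL final) plus ATP (1.25 mM final); secreted IL-1B measured by AlphaLISA after 16 hr, decreased signal indicating inhibition.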
ATXN2 expr inh = inhibitors of ATXN2 expression. HEK-293 ATXN2-luciferase reporter, luminescence, 24 h. Potency, µM (series often up to 57 µM), inactives show top-dose activity change, negative = inhibition, usual class: inhibitors. 0.72% of 360,000 active. AID 1745845; also: potency is read from the fitted curve at half-maximal effect; % is scaled to controls: 0 for no effect and ±100 for the full control effect; nearly all actives have a fitted effect of over 55% in size
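qHTS (up to 57 uM final) was run with 24 h compound exposure of reporter cells at 37 °C. Each well was multiplexed: SteadyGlo luminescence measured ATXN2-luciferase expression after a fluorogenic Gly-Phe-AFC viability readout (25 uM final).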
SW480 rereplic = induces DNA re-replication in SW480 colon adenocarcinoma cells; Potency, µM (doses to about 46.1 µM), inactives show at the top dose re-replication activation, hits mostly activators; AID 624297; SW480 DNA re-replication, Hoechst DNA content imaging, 48 h; 1.8% of 340,000 active; also: potency is read from the fitted curve at half-maximal effect; % of control where 0% means no effect; nearly all actives have a fitted effect of over 55% in size
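Quantitative HTS format with DMSO vehicle controls; 48 hr drug incubation at 37 C, then 40 min Hoechst staining and scanning imager measurement at 405 nm excitation.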
KB-3-1 tox = kills parental KB-3-1 adenocarcinoma cells; KB-3-1 viability, CellTiter-Glo ATP luminescence, 72 h; 1.4% of 400,000 active; Potency, µM (series often up to 46.1 µM), for inactives: at the top dose activity change, negative = cytotoxic, actives largely listed as cytotoxic; also: potency is read from the fitted curve at half-maximal effect; % is scaled to controls: 0 for no effect and ±100 for the full control effect; nearly all actives have a fitted effect of over 60% in size
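Using CellTiter-Glo luminescence, growth of non-resistant KB-3-1 adenocarcinoma cells is assessed 72 h after pin-tool compound addition at 37 °C. Normalized responses across the concentration series yield fitted curves.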
HT1080NT lethal = kills 2HG-producing HT-1080-NT fibrosarcoma cells; AID 686970; Potency, µM (doses to about 46.1 µM), inactives show at the highest dose activity, negative = less viability, most hits filed as cytotoxic; 1.6% of 360,000 active; HT-1080-NT fibrosarcoma viability, CellTiter-Glo ATP luminescence, 48 h;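 also: NT is the 2HG producing partner of a matched IDH1 knockdown line; potency is read from the fitted curve at half-maximal effect; 0% = DMSO-treated cells and -100% = media-only wells without cells; nearly all actives have a fitted effect of over 55% in size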
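A 48-hour cytotoxicity screen used HT-1080-NT cells plated 2 hours before compound delivery. ATP-based CellTiter-Glo luminescence measured viability, normalized to DMSO and no-cell controls.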
HT1080 IDH1KD tx = HT-1080 IDH1 knockdown cell toxicity (counter line). 2% of 360,000 active. HT-1080 IDH1 knockdown viability, ATP luminescence, 48 h. Potency, µM (series often up to 46.1 µM), inactives show at the highest dose activity, negative = toxicity, hits mostly cytotoxic;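 also: potency is read from the fitted curve at half-maximal effect; 0% = DMSO wells and -100% = cell-free medium wells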
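Assay cells: HT-1080 with IDH1 knockdown, 750 per well, RPMI/5% FBS. Exposure: 48 h at 37 °C following 2 h pre-incubation. Read: CellTiter-Glo luminescence; fitted concentration-response, curve class assigned.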
S2 tox = reduces viability in counter-screen for ATXN expression inhibitors; S2 cells (HEK-293 line with an ATXN2-luciferase reporter) viability, CellTiter-Fluor protease fluorescence, 24 h; Potency, µM (doses to about 56.7 µM), usual class: cytotoxic; 0.49% of 400,000 active; also: potency is read from the fitted curve at half-maximal effect; nearly all actives have a fitted effect of over 40% in size
* hit, by the source's call; i = inactive; ? = inconclusive; . = no result given; [ ] = another dose, or the depositor's remark. Unless noted, calls follow the shape of the dose curve; as a rule, active = well fitted curve in the direction sought with a large enough effect; inconclusive = small, poorly fitted or top-dose-only effect, or another doubt; inactive = no such curve, though single readings can be large; an effect the other way counts as inactive or inconclusive. Random draw from the library (roughly 11% active in at least one column).

Molecule	ATXN2 expr inh	MCF10A rerep	KB-V1 MDR tox	SW480 rereplic	S2 tox	IL1B secr inh	HT1080NT lethal	HT1080 IDH1KD tx	KB-3-1 tox
O=C(N/N=C/c1ccco1)c1ccc(NC(=O)C2CC2)cc1	-15%	-47%[inhibitor]	0%	-3%	i	-25	19%	24%	-6%
Cc1cccc(C)c1NC(=O)CN1CCN(C(=O)CNC(=O)c2ccc(-c3ccccc3)cc2)CC1	.	.	18µM*	.	i	29	2%	?	?
Cc1ccc(NC(=O)C(=O)NCC(c2cccnc2)N2CCN(Cc3ccccc3)CC2)cc1F (configuration not stated)	-5%	.	-1%	.	i	.	.	.	-15%
CCOc1ccc(NC(=O)CCC(=O)OC)cc1	1%	-3%	9%	-12%	i	-11	9%	3%	2%
O=C(CSc1ncnc2c1nnn2Cc1ccc(F)cc1)NC1CCCC1	-20%	-10%	4%	-1%	i	0	18%	16%	-2%
CC(C)(C)c1ccc(CN2C(=O)c3ccccc3S2(=O)=O)cc1	2%	10%	12%	?	i	2	?	-26%	-12%
COc1cc(CN2CCN(C(C)C)C(CCO)C2)ccc1OCc1ccccc1 (configuration not stated)	.	?	4%	-5%	i	-2	-19%	1%	3%
CC(=O)Nc1ccc(S(=O)(=O)N2CCC(N(C)CCC(C)C)CC2)cc1	-14%	9%	2%	3%	i	-22	2%	-5%	1%
COc1cccc(CNC(=O)CN2c3cccc4cccc(c34)S2(=O)=O)c1	5%	12%	-9%	-8%	i	8	-5%	-10%	6%
Cc1ccc(C#CC[N+](C)(C)CC#Cc2ccccc2)cc1	-34%	16%	14%	-8%	i	-77*	?	?	?
Cc1ccc(NC(=S)/N=C(\N)Nc2nc(C)c3ccccc3n2)cc1C	-8%	12%	?	1%	i	19	-3%	-22%	?
Cc1ccc(NC(=O)c2cc(-c3cc(F)ccc3OCC3CCCO3)n[nH]2)cc1NS(C)(=O)=O (configuration not stated)	?	.	-16%	.	?	-4	?	?	0%

An excerpt from above with just S2 tox and HT1080NT lethal:
canonical_smiles	S2 tox	HT1080NT lethal
COc1cccc(CNC(=O)CN2c3cccc4cccc(c34)S2(=O)=O)c1	i	-5%
CCOc1ccc(NC(=O)CCC(=O)OC)cc1	i	9%

Remaining list, next part
Molecule	ATXN2 expr inh	MCF10A rerep	KB-V1 MDR tox	SW480 rereplic	S2 tox	IL1B secr inh	HT1080NT lethal	HT1080 IDH1KD tx	KB-3-1 tox
COc1ccc(Nc2ccc(S(=O)(=O)N3CCCCC3)cc2[N+](=O)[O-])cc1OC	-17%	9%	-18%	-2%	?	0	-4%	-4%	?
COc1cc(C#N)c(NS(=O)(=O)c2ccc3[nH]c(=O)sc3c2)cc1OC	12%	6%	?	-3%	i	27	16%	-2%	-5%
Cc1occc1-c1nnc(SCC(=O)Nc2nc3ccccc3s2)o1	-17%	?	?	-3%	i	0	1%	?	5%
O=P(c1ccccc1)(c1ccccc1)C(c1ccccn1)P(=O)(c1ccccc1)c1ccccc1	-8%	-3%	16%	-3%	i	-17	-1%	-6%	6%
COc1ccc(S(=O)(=O)NCC(=O)Nc2cccc(C)c2C)cc1OC	.	-3%	-3%	-75%[inhibitor]	i	2	5%	2%	-3%
COC(=O)CC1C(=O)NCCN1C(=O)Nc1ccc(Cl)c(Cl)c1 (configuration not stated)	76%[activator]	15%	-1%	3%	i	-6	7%	5%	4%
O=C(NCCS(=O)(=O)N1CCN(c2ccccc2)CC1)c1ccc2c(c1)OCO2	-4%	10%	14%	-6%	?	24	0%	1%	4%
CNC(=O)c1ccc(NC(=O)C2CCN(S(=O)(=O)c3cccc(C(F)(F)F)c3)CC2)cc1	.	-2%	0%	5%	.	26	0%	-3%	2%
Cn1cnc(CCNC(=O)C[C@H]2CC[C@@H]3[C@H](COC[C@H](O)CN3C(=O)C3CCCC3)O2)c1	.	.	1%	.	.	-1	17%	21%	14%
CCCN(Cc1ccccc1)C(=O)Nc1ccc2c(c1)nnn2C	139%[activator]	2%	?	-17%	i	2	-19%	-17%	-9%
Cc1cc(C(=O)NNC(=O)CCCOc2ccccc2)c(C)o1	6%	-23%	9%	8%	?	12	4%	0%	-1%
Cc1ccc(C)n1-c1sccc1C(=O)O	-15%	-2%	17%	-3%	i	15	-4%	5%	1%

Compounds from the list above with an aryl methoxy group, in the order listed:
Molecule	ATXN2 expr inh	MCF10A rerep	KB-V1 MDR tox	SW480 rereplic	S2 tox	IL1B secr inh	HT1080NT lethal	HT1080 IDH1KD tx	KB-3-1 tox
COc1cc(CN2CCN(C(C)C)C(CCO)C2)ccc1OCc1ccccc1 (configuration not stated)	.	?	4%	-5%	i	-2	-19%	1%	3%
COc1cccc(CNC(=O)CN2c3cccc4cccc(c34)S2(=O)=O)c1	5%	12%	-9%	-8%	i	8	-5%	-10%	6%
COc1ccc(Nc2ccc(S(=O)(=O)N3CCCCC3)cc2[N+](=O)[O-])cc1OC	-17%	9%	-18%	-2%	?	0	-4%	-4%	?
COc1cc(C#N)c(NS(=O)(=O)c2ccc3[nH]c(=O)sc3c2)cc1OC	12%	6%	?	-3%	i	27	16%	-2%	-5%
COc1ccc(S(=O)(=O)NCC(=O)Nc2cccc(C)c2C)cc1OC	.	-3%	-3%	-75%[inhibitor]	i	2	5%	2%	-3%

Next section
Molecule	ATXN2 expr inh	MCF10A rerep	KB-V1 MDR tox	SW480 rereplic	S2 tox	IL1B secr inh	HT1080NT lethal	HT1080 IDH1KD tx	KB-3-1 tox
CCOC(=O)c1c(-c2ccccc2)csc1NC(=O)c1cc(-c2ccc(F)cc2)on1	11%	.	12%	.	i	.	.	.	7%
O=C(Nc1ccnc(-c2cccnc2)n1)c1cccs1	-28%	?	6%	-31%[inhibitor]	i	0	6%	5%	7%
c1ccc(-c2noc(-c3ccncc3)n2)nc1	-32%	-18%	-2%	2%	i	-5	11µM*	?	?
COc1cc(CNC(=O)Nc2nc(C(N)CCc3ccccc3)cs2)cc(OC)c1OC (configuration not stated)	?	.	3%	.	?	-54*	?	?	-1%
COC(=O)C[C@H](NC(=O)Cn1cnc2c(NCc3ccccc3)ncnc21)C(=O)OC	2%	0%	-4%	2%	i	9	3%	6%	?
Cc1cccc(-c2nc(Cn3c(=O)cc(-c4ccccc4)c4c(C)nn(C)c43)c(C)o2)c1	4%	.	8%	.	i	.	.	.	3%
C=C(C)CNC(=S)N/N=C/c1ccc(N2CCOCC2)cc1	-7%	8%	0%	-3%	i	-5	0%	3%	-24%
CCC1C(=O)N=C(SCC(=O)Nc2ccc(C)cc2)N(c2ccccc2)C1=O (configuration not stated)	-9%	14%	20%	-6%	i	7	-14%	-14%	-5%
CCC(C(=O)NCCC1=CCCCC1)n1nc(C)c2c(C)n(-c3ccccc3)nc2c1=O (configuration not stated)	-16%	4%	?	1%	i	0	-1%	-2%	-11%
Cn1nccc1/C=N\NC(=O)c1ccc(Cl)cc1	7%	-9%	20%	-8%	i	-26	14%	17%	15%
COc1ccc(NC(=O)CC(C)n2ccnc2)cc1 (configuration not stated)	-24%	-1%	?	-7%	i	24	14%	5%	-3%
CCN1CCSc2ccc(C(=O)NCc3ccccc3F)cc21	-13%	4%	2%	3%	.	-13	-10%	-5%	-15%
COC(=O)c1ccc2nc(NC(=O)C(C)(C)C)sc2c1	?	-3%	?	-14%	i	0	18µM*	?	?
O=C(CSc1nc2c(sc3ccccc32)c(=O)n1-c1ccccc1)NCc1ccco1	69%[activator]	?	?	21%	?	-14	-18%	-21%	?
COC(=O)C1CCN(C2CN(C3CCCCC3)S(=O)(=O)C2)CC1 (configuration not stated)	3%	.	16%	.	i	?	25%	16%	0%
CCCCNC(=O)C1(C)CCCCN1Cc1ccc(OCc2ccccc2)cc1 (configuration not stated)	-33%	.	15µM*	.	i	-25	?	?	?
CCN1C(=O)[C@@H]2[C@@H](c3ccc(-c4ccc(OC)cc4)cc3)N3CCC[C@@]3(C(=O)OC)[C@@H]2C1=O	-6%	?	10%	14%	i	-3	2%	1%	-1%
CC1CCN(C(=O)c2cc3nc(-c4ccccc4)cc(-c4ccccc4)n3n2)CC1	?	16µM*	0%	15%	i	-55*	-5%	1%	-17%
Fc1ccc(-c2nc3ccc(Cl)cn3c2Cc2ccsc2)cc1	23%	.	7%	.	?	51	0%	0%	0%
CCc1ccc(/C=C2\SC(=S)N(CCCC(=O)N(CCO)c3ccccc3)C2=O)cc1	.	.	-10%	.	?	-70*	?	?	?
Cc1ccc(C)c(Cc2c(C)nc(C)[nH]c2=O)c1	3%	-2%	11%	-2%	i	6	3%	11%	12%
COc1ccc(-c2ncccc2OC(=O)C23CC4CC(CC(C4)C2)C3)cc1	7%	-1%	-1%	3%	i	15	0%	-7%	12%
N#CC1=C(N)N(c2ccc(F)cc2)C(=O)C1	-6%	12%	-5%	-4%	i	-11	3%	15%	3%

One compound at a time, from the list above. Order of screens: ATXN2 expr inh, MCF10A rerep, KB-V1 MDR tox, SW480 rereplic, S2 tox, IL1B secr inh, HT1080NT lethal, HT1080 IDH1KD tx, KB-3-1 tox
CC1CCN(C(=O)c2cc3nc(-c4ccccc4)cc(-c4ccccc4)n3n2)CC1 in the list: ?, 16µM*, 0%, 15%, i, -55*, -5%, 1%, -17%
Fc1ccc(-c2nc3ccc(Cl)cn3c2Cc2ccsc2)cc1 in the list: 23%, ., 7%, ., ?, 51, 0%, 0%, 0%
N#CC1=C(N)N(c2ccc(F)cc2)C(=O)C1 in the list: -6%, 12%, -5%, -4%, i, -11, 3%, 15%, 3%
COC(=O)C1CCN(C2CN(C3CCCCC3)S(=O)(=O)C2)CC1 (configuration not stated) in the list: 3%, ., 16%, ., i, ?, 25%, 16%, 0%
